# High-throughput results from PubChem BioAssay.
# PLC-beta3 inh: PLC-beta3 (human) inhibition, primary screen | 370,000 compounds, 0.18% hits | Purified PLC-beta3, fluorogenic substrate, fluorescence | inhibition, % at 12.2 µM | Q01970; in the data active means inhibition above about 11%;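 further: 0% = median of compound wells on plate and 100% = full blocker control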
# DDE Tn7 FP inh: inhibitors of Tn7 peptide binding to human fibrin DD(E). FP displacement of FITC-Tn7 peptide from fibrin DD(E); 0% = median of compound wells per plate. inhibition, % at 8.3 µM. P02675. AID 720508. 370,000 compounds, 0.13% hits;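 active means inhibition above the mean of compounds falling within the control limits plus 3 SD of them, cut at about 14% in these data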;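 further: 0% = plate median of compound wells and 100% = 10 µM Aha-Tn7 peptide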
#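 Assay system: Fibrin-DD(E) protein isolated from polymerized human fibrin clots; read-out basis: percent inhibition; medium: Tris/NaCl/CaCl2 buffer, pH 7.8; signal: FP measurement; incubation: 10 min plus 3 h, room temperature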
# ADAM10 inh: ADAM10 inhibition, QFRET primary screen; O14672; recombinant ADAM10, EDANS/DABCYL FRET peptide cleavage, 3 h; inhibition, % at 7 µM; 370,000 compounds, 0.62% hits;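 active means inhibition above a per-campaign cutoff equal to the mean of compounds falling between control-based bounds plus 3 SD, cut at about 20% in these data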;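 further: 0% = DMSO wells while the 100% control is not disclosed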
# PLC-gamma1 inh: blocks human PLC-gamma1 enzyme activity | P19174 | purified PLC-gamma1, fluorogenic substrate, fluorescence | inhibition, % at 12.2 µM | 370,000 compounds, 0.84% hits | AID 720700; in the data active means inhibition above about 9.5%
# Tn6 DDE FP: DD(E)-Tn6 binding inhibition, primary FP screen | Fibrin DD(E) TRITC-Tn6 fluorescence polarization displacement | inhibition, % at 8.3 µM | P02675 | 370,000 compounds, 0.21% hits | AID 720509;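 active means inhibition above a per-campaign cutoff: mean of compounds within control limits plus 3 SD, cut at about 15% in these data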;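 further: 0% = median of all compound wells on the plate and 100% = blocking peptide control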
# ADAM17 inh: inhibitors of human ADAM17 | P78536 | recombinant ADAM17, EDANS/DABCYL FRET peptide cleavage | inhibition, % at 6.95 µM | 370,000 compounds, 0.83% hits | AID 720648;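 active means inhibition above the mean of compounds lying between control limits plus 3 SD, set per campaign, cut at about 8.5% in these data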;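 further: 0% = DMSO-only wells as the low control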
# Target sequence (P78536 215-824 limits assumed): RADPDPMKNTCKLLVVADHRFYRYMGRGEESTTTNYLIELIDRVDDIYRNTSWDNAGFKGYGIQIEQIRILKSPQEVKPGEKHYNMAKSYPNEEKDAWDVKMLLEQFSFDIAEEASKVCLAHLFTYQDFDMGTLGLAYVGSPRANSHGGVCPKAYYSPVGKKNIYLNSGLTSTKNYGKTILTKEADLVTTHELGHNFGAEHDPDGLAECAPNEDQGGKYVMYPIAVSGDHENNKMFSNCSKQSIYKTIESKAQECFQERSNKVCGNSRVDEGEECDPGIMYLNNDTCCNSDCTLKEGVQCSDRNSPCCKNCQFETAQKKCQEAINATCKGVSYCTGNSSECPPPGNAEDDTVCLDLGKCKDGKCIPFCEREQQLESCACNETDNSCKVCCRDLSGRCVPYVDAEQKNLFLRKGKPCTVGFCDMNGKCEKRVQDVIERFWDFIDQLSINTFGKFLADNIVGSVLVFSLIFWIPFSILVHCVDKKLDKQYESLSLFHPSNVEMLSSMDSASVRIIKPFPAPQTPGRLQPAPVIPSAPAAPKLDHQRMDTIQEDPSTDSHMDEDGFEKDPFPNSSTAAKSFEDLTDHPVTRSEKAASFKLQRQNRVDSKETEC
# ARFGAP1 inh: inhibitors of rat ARFGAP1; Arfgap1-stimulated ARF1 GTP hydrolysis, GDP FP detection; inhibition, % at 16.5 µM; 360,000 compounds, 0.26% hits; AID 651572;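 active means inhibition above a per-plate limit, mean inhibition of low control wells plus 3 SD, cut at about 25% in these data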;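 further: 0% = DMSO wells with enzyme and 100% = wells lacking Arfgap1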
#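 Repeats: one replicate per compound; assay system: rat Arfgap1 catalytic domain, aa 1-136; times: enzyme reaction 120 min at 25 °C after 20 min preincubation; detection: FP of antibody-bound GDP Alexa 633 tracer, ex 620/em 688 nm; benchmarks: high control wells lacking Arfgap1, low control full reaction with DMSO; reagent: human ARF1(Δ1-17)-GTP substrate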
# SIAE primary: inhibitors of human sialic acid acetylesterase SIAE; Q9HAT2; SIAE FP-Rh probe binding, fluorescence polarization; inhibition, % at 9.66 µM; 370,000 compounds, 0.69% hits;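 active means inhibition above a cutoff: mean of compounds within the control limits plus 3 SD of those, cut at about 17% in these data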;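 further: 0% = plate median of compound wells and 100% = probe without SIAE protein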
# TDP2 inh: blocks human TDP2 phosphodiesterase activity; inhibition, % at 12.8 µM; 370,000 compounds, 0.34% hits; O95551; recombinant TDP2, T5PNP hydrolysis, p-nitrophenol absorbance 415 nm;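 active means inhibition above the mean of all tested compounds plus 3 SD, set per campaign, cut at about 25% in these data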;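 further: 0% = DMSO with enzyme and 100% = buffer with substrate but no TDP2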
#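 Assay system: recombinant human TDP2 / Reagent: T5PNP substrate at 5 mM, a TopII-DNA adduct mimic / Measured by: epi absorbance from released p-nitrophenol / Evaluation: % inhibition relative to enzyme-containing and enzyme-free wells / Control set: enzyme-free and DMSO wells / Replicates: each compound tested once, singlicate / Schedule: enzyme reaction with compound for 2 h at 37 °C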
# ASAP1 GAP inh: ASAP1 ArfGAP inhibition. 360,000 compounds, 0.19% hits. ASAP1-stimulated ARF1 GTP hydrolysis, GDP FP detection. AID 624377. Q9ULH1. inhibition, % at 16.5 µM; in the data active means inhibition above about 25%;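 further: 0% = vehicle with enzyme and substrate and 100% = no enzyme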
# Target sequence (Q9ULH1 325-724 limits assumed): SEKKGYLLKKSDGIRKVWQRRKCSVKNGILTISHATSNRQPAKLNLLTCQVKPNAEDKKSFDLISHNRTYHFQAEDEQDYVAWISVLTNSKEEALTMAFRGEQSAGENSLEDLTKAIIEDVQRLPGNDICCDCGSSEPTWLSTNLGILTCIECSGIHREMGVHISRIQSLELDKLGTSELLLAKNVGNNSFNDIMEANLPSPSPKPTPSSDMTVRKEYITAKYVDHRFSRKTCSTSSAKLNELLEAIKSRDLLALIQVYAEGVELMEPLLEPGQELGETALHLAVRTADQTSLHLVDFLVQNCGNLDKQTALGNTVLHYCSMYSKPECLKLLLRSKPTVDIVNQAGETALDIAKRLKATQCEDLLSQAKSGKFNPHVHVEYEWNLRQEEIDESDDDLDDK
# The depositor's hits bear a star; i = inactive.
no.	mol	SIAE primary	DDE Tn7 FP inh	PLC-gamma1 inh	PLC-beta3 inh	TDP2 inh	ADAM17 inh	ASAP1 GAP inh	ADAM10 inh	ARFGAP1 inh	Tn6 DDE FP
1	Cc1ccc(NC(=O)c2oc3ccc(S(=O)(=O)N4CCOCC4)cc3c2C)c(C)c1	-4	-2	-2	-4	4	-2	16	-6	9	2
2	O=C(COC(=O)c1ccc(Sc2ccccc2)c([N+](=O)[O-])c1)NC1CCCc2ccccc21 (stereo not drawn)	-2	-5	7	4	-21	4	-7	3	2	0
3	COc1ccc(OC)c(NC(=O)NNC(=O)CCCOc2ccc(Cl)cc2C)c1	6	7	1	1	-8	6	2	17	12	5
4	CCOC(=O)c1[nH]c(C)c(C(=O)OCC(=O)NC2CCS(=O)(=O)C2)c1C (stereo not drawn)	2	5	0	-8	-5	-7	-7	-8	-9	4
5	CCC12C(=Nc3c(Cl)cccc31)C[C@@H]1CCN3C(=O)CCC[C@H]2[C@H]13 (stereo partly drawn)	-3	0	-11	-11	3	-6	-1	-9	3	0
6	Cc1nn(C(C)C(=O)N2CCc3ccccc32)c(C)c1[N+](=O)[O-] (stereo not drawn)	-7	-8	0	2	0	-4	11	-2	-4	5
7	Cc1ccc(NC(=O)CN2C(=O)NC(Cc3c[nH]c4ccccc34)C2=O)cc1S(=O)(=O)N1CCCCC1 (stereo not drawn)	8	-2	3	6	-12	11*	5	19	8	-5
8	CCOC(=O)c1ccc(N2C(=O)CC(N(C)CCc3ccc(OC)c(OC)c3)C2=O)cc1 (stereo not drawn)	2	-2	5	0	-3	-1	3	-2	8	-2
9	CCOC(=O)c1ccc(NC(=O)CCNS(=O)(=O)c2cccs2)cc1	-4	4	-2	-4	1	-1	-14	-12	1	2
10	COC(=O)c1ccc(CNC(=O)COC(=O)/C=C/c2ccc(OC)c(OC)c2)cc1	0	3	-41	-63	1	-26	1	-88	3	-6
11	Cc1ccc(C(=O)N/N=C\c2cccs2)cn1	3	8	0	-3	4	-1	4	-8	9	0
12	Cc1ccccc1N(CC(=O)NCc1ccncc1)S(C)(=O)=O	-11	6	0	-4	-1	-4	-18	1	-1	-3
13	O=C(CN1CCCC1=O)NC1(C(F)(F)F)NC(=O)N(Cc2ccccc2)C1=O (stereo not drawn)	4	11	1	4	-8	-2	-10	-2	-11	-1
14	CC(OCCN1CCCC1)(c1ccc(F)cc1)c1ccc(F)cc1	7	0	6	0	2	0	0	-2	8	9
15	O=c1c2c3c(sc2nc2n1CCCC2)CCC3	0	-2	-6	-8	1	-3	8	1	10	4

# (next part)
no.	mol	SIAE primary	DDE Tn7 FP inh	PLC-gamma1 inh	PLC-beta3 inh	TDP2 inh	ADAM17 inh	ASAP1 GAP inh	ADAM10 inh	ARFGAP1 inh	Tn6 DDE FP
16	CNCc1cn2cc(Cl)ccc2n1	-6	8	-6	-3	-9	-2	-2	-7	5	3
17	COc1ccccc1NC(=O)c1ccc([N+](=O)[O-])o1	10	4	2	0	0	-1	-4	1	12	6
18	COc1cc(NS(=O)(=O)c2ccc(OC)c(C)c2C)c(OC)cc1Cl	-5	2	5	-1	-9	4	13	14	12	-12
19	CCC(=O)N1CCCC(C)(C(=O)NS(=O)(=O)c2ccccc2Cl)C1 (stereo not drawn)	-4	-3	3	5	-7	0	11	-1	-1	6
20	CCCN1CCC(NC(=S)Nc2ccc(S(N)(=O)=O)cc2)CC1	2	6	-1	2	0	0	-2	-4	-7	5
21	CC(=O)Nc1cccc(NC(=O)CSc2ccc3nnc(CCNC(=O)c4ccccc4)n3n2)c1	1	9	1	-4	7	-5	9	3	7	0
22	CC1CCCCN1C(=O)CSc1nc2cc3c(cc2c(=O)n1Cc1ccc2c(c1)OCO2)OCO3 (stereo not drawn)	-9	-3	4	8	-7	1	-10	6	-1	2
23	CC(C)CCN1C(=O)CCC1(C)C(=O)NC1CCCCCCC1 (stereo not drawn)	1	-11	4	5	-6	2	3	-12	5	-6
24	CC1CC(C)CN(C(=O)CCc2nnc3ccc(N4CCCCC4)nn23)C1 (stereo not drawn)	-1	-4	-4	-8	7	-5	-12	-1	-5	-6
25	CCOc1ccc(NC(=O)c2ccc(NC(=O)CSc3nc4ccccc4c(=O)[nH]3)cc2)cc1	-13	0	1	1	7	-6	-6	0	2	2
26	CN1N=C(C(C)(C)C)CC1=O	2	0	3	0	6	-1	-7	-2	8	-5
27	O=C(O)CCn1c(C2CCCCC2)nc2ccccc21	-5	1	-1	1	-5	0	-13	0	0	2
28	Cc1cnc(C(=O)Nc2ccc(C(C)C)cc2)cn1	-3	1	1	-4	15	-6	9	-2	-2	-2
29	O=C(COC(=O)COc1ccccc1[N+](=O)[O-])Nc1ccc(S(=O)(=O)N2CCCCC2)cc1	-12	7	9	7	-12	2	7	6	6	-5
30	COc1ccc(/C=N/NC2=NCCCCC2)c(OC)c1	5	8	-77	-106	5	-18	7	-40	-5	0

# Additional records:
no.	mol	SIAE primary	DDE Tn7 FP inh	PLC-gamma1 inh	PLC-beta3 inh	TDP2 inh	ADAM17 inh	ASAP1 GAP inh	ADAM10 inh	ARFGAP1 inh	Tn6 DDE FP
31	CCOC(=O)c1ccc(NC(=S)NC(=O)C2CCCC2)cc1	-7	0	0	-7	5	5	3	3	-4	2
32	COCCn1c(=S)[nH]c2cc(C(=O)N3CCc4ccccc43)ccc2c1=O	-7	10	1	-3	-1	-5	-2	-2	-15	-1
33	COc1ccc(C(CNC(=O)c2cccc(N(C)C)c2)N2CCCC2)cc1 (stereo not drawn)	-8	6	-86	-115	-17	9.4*	-1	2	3	-3
34	Cc1ccc(NC(=S)NCCc2ccc(S(N)(=O)=O)cc2)cc1C	-1	6	3	6	-14	-6	6	-3	7	-10
35	CCOC(=O)c1sc2nc(C)nc(NCCc3ccc(S(N)(=O)=O)cc3)c2c1C	-5	7	-6	-11	1	-30	-2	-82	-3	3
36	O=C(NCC1CCCO1)c1cccc(-n2cnnn2)c1 (stereo not drawn)	-1	-13	4	2	-10	3	10	6	2	8
37	Cc1ccc2c(c1)C(=O)CC(O)(C(F)(F)F)O2 (stereo not drawn)	-11	0	-16	-37	-1	-29	-4	-108	-7	-7
38	O=C(N/N=C/c1cn(CCOc2ccccc2)c2ccccc12)c1ccncc1	2	-7	-9	-6	-21	5	2	6	2	-5
39	CC1=Nn2c(nnc2-c2cc(-c3ccccc3)n[nH]2)SC1	1	2	1	0	-2	-1	-12	5	7	-3
40	O=c1cc(SCc2ccccc2)nc[nH]1	-2	-4	12*	-3	-20	4	-12	-7	-2	-3
41	CC(C)(C)NC(=S)NNC(=O)c1ccc2ncccc2c1	3	-7	-3	-10	16	-4	-4	1	-3	-6
42	CCCn1c(=O)c(C(=O)Nc2ccccc2C(=O)OC)c(O)c2ccccc21	-2	-4	5	3	-12	3	-6	-1	7	1
43	Cc1cccc(-n2c(=S)[nH]c3sc4c(c3c2=O)CCc2ccccc2-4)c1	2	2	-3	-3	23	-7	20	-5	5	-5
44	O=C(NC(=S)NCCC1=CCCCC1)c1cccnc1	-5	2	4	-9	-18	-3	6	0	10	-3
45	C[n+]1cccc(C(=O)[O-])c1	-9	-5	4	1	-8	-3	-14	1	0	0

# The last 2 compounds of the section above lead into the next.
no.	mol	SIAE primary	DDE Tn7 FP inh	PLC-gamma1 inh	PLC-beta3 inh	TDP2 inh	ADAM17 inh	ASAP1 GAP inh	ADAM10 inh	ARFGAP1 inh	Tn6 DDE FP
44	O=C(NC(=S)NCCC1=CCCCC1)c1cccnc1	-5	2	4	-9	-18	-3	6	0	10	-3
45	C[n+]1cccc(C(=O)[O-])c1	-9	-5	4	1	-8	-3	-14	1	0	0
46	Cc1ccc(C)c(C(C)NC(=O)C2CCCO2)c1 (stereo not drawn)	2	-3	0	-4	6	-2	-12	0	-1	1
47	CC(C)(C)N1CSC(=S)N(Cc2ccccc2)C1	-6	10	1	-4	-8	-1	-5	0	-12	-2
48	CC(=O)Nc1ccc(S(=O)(=O)NC2(C(F)(F)F)NC(=O)N(c3ccc(C)cc3)C2=O)cc1 (stereo not drawn)	12	-4	0	-2	4	1	-3	0	12	1
49	CN(C(=O)CN1C(=O)NC2(CCCc3ccccc32)C1=O)C1CCCCC1 (stereo not drawn)	-4	-6	-1	3	-11	0	-1	-7	-6	-1
50	CN(C)/C=C(\C=N\OCc1ccc(Cl)cc1Cl)C(=O)Nc1ccc(Cl)c(Cl)c1	14	4	-1	-6	-7	2	15	14	5	-11
51	COc1ccc(C2CC(=O)C(c3cccc(OC)c3)=CN2Cc2ccccc2)cc1 (stereo not drawn)	4	-9	-22	-30	-10	3	10	-1	-5	5
52	O=C(CC(SCc1ccco1)c1ccc(O)cc1)c1cccs1 (stereo not drawn)	-1	-3	-21	-27	2	-3	-5	-6	3	-4
53	Cc1nnc(SCc2ccccc2CSc2nnc(C)s2)s1	-6	-1	0	-2	4	0	-2	-1	-7	6
54	COc1cc(Cl)c(C)cc1NC(=O)COC(=O)CCc1nc2ccccc2c(=O)[nH]1	-6	2	-4	-9	1	0	-2	-1	13	0
55	CCOC(=O)c1sc(NC(=O)c2cccs2)nc1C	2	-5	1	3	-4	-2	6	9	2	6
56	CCOC(=O)c1sc(N)c(C#N)c1COC(=O)CNC(=O)c1cc(OC)c(OC)c(OC)c1	-6	-7	-19	-25	9	0	2	-8	7	5
57	Oc1ccc2ccccc2c1/C=N/n1cnnc1	1	3	-7	-9	2	-5	6	-8	7	0
58	Cn1c(N)c(C(=O)COC(=O)COc2ccccc2Cl)c(=O)n(C)c1=O	-1	-1	5	-6	-1	-2	4	-12	-10	-4
59	COc1ccc(CC(=O)NCC2CCN(C(=O)C(=O)c3cc4ccccc4o3)CC2)cc1	-3	-3	0	1	5	-1	-4	4	5	-7
60	O=[N+]([O-])c1cc(Cl)c(O)c2ncccc12	13	-5	4	6	1	10*	-3	15	-2	-2

# (listing goes on)
no.	mol	SIAE primary	DDE Tn7 FP inh	PLC-gamma1 inh	PLC-beta3 inh	TDP2 inh	ADAM17 inh	ASAP1 GAP inh	ADAM10 inh	ARFGAP1 inh	Tn6 DDE FP
61	CC(=O)C1=C(C)N=c2s/c(=C/c3ccc4c(c3)OCO4)c(=O)n2C1c1ccc(N(C)C)cc1 (stereo not drawn)	-8	2	-2	-1	7	-3	2	8	-2	-2
62	Cc1nc(-c2ccccc2)sc1C(=O)/C=C/N(C)C	-15	-2	-6	-5	-5	2	-1	-1	-4	2
63	Cc1cc(-c2ccc(Cl)cc2)n2nc(C)cc2n1	-2	-6	-36	-60	-17	-2	22	0	5	-4
64	CCOc1c2ccc(C(=O)NCc3ccc(OC)cc3)cc2nn1CCOC	0	-8	-366	-461	2	-246	2	i	0	-3
65	COc1ccccc1C1=CC(=O)C[C@H](c2ccc3c(c2)OCO3)C1	-3	2	-10	-19	-1	-1	-9	3	2	-2
